m-calpain inh: inhibitors of pig calpain II, primary screen, biochemical, fluorogenic peptide substrate, 1536-well. purified calpain II, 30 min. inhibition, % at 16 µM. 0.37% of 220,000 active. AID 1236, 2008;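 active = inhibition above about 50%, limit read from the data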
zfTRPN1 agonist: zebrafish TRPN1 channel agonists, primary screen, cell-based, HEK293, calcium fluorescence; transient receptor potential cation channel N1 (TRPN1/NompC), Danio rerio; HEK293 zebrafish TRPN1-YFP, Fluo-8 calcium fluorescence; 100% = response to 87 µM carbachol; activation, % at 3 µM; 0.18% of 220,000 active;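 active = activation above its plate's cutoff, the mean activation of test wells on that plate plus 3 SD, cut at about 19% in these data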;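 note: 0% = DMSO alone and 100% = 87 µM carbachol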
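Material – zebrafish TRPN1-YFP in HEK293 cells · Doses – 3 µM single point · Schedule – dye 1 h 37 °C plus 30 min RT · Signal – Fluo-8 calcium fluorescence, excitation 470-495 nm, emission 515-575 nm · Read-out – % activation versus carbachol response · Control set – carbachol high, DMSO low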
Furin inhibitor: human furin inhibitors, primary screen, biochemical, fluorescence intensity; P09958; purified furin, fluorogenic substrate cleavage; inhibition, % at 30 µM; 0.061% of 220,000 active; in the data active = inhibition above about 25%; note: inactives centre near -15
PPC-1+TRAIL kill: compounds killing PPC-1 cancer cells with TRAIL present, primary screen, TRAIL potentiator project, ATPLite luminescence, uHTS; PPC-1 cells + TRAIL, ATPLite viability luminescence; AID 1443, 2008; 0.41% of 220,000 active; cell killing (% activity), % at 4 µM;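 active = cell killing above 50% in the first pass at 4 µM, then a duplicate retest at 5 µM averaging 50% or more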;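 note: plate controls were cells with TRAIL plus DMSO for no effect and medium-only wells lacking cells for full effect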
KCC2 mod: KCC2 cotransporter modulators, thallium flux, primary screen, cell-based, HEK293 KCC2, FluoZin-2 fluorescence, MLSMR; Solute carrier family 12 member 5 (Homo sapiens), Q9H2X9; KCC2 cells, thallium flux FluoZin-2 fluorescence; B-score of Tl+ flux slope (higher = more flux/activation; lower = inhibition) at 10 µM; 2.2% of 190,000 active;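 active = thallium flux slope and its plate-corrected score both differing from the plate sample mean at a set confidence after two filtering rounds, in either direction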;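 note: slope of fluorescence scaled to starting intensity during 10 to 20 s after thallium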
EBV gp42 inh: Epstein-Barr virus gp42 inhibitors, primary screen, biochemical, uHTS, fluorescence polarization | 0.42% of 220,000 active | Fluorescence polarization binding assay, mP read-out | Glycoprotein 42 (Epstein-Barr virus (strain AG876)), Q1HVG2 | inhibition, % (tested at 21.74 µM); in the data active = inhibition above about 50%
Target sequence (Q1HVG2 whole entry, looked up): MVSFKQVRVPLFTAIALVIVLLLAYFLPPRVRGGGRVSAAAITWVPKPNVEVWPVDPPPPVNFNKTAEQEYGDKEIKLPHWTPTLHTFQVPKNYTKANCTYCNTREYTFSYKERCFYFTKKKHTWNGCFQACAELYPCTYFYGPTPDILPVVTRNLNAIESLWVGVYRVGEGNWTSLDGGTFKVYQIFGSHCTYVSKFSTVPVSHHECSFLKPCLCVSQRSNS
TbHK1 inh: Trypanosoma brucei hexokinase 1 inhibitors, primary screen, biochemical, G6PDH-coupled NADH absorbance, MLSCN library. recombinant TbHK1, G6PDH-coupled NADH A340. inhibition, % at 10 µM. 0.11% of 220,000 active;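 active = inhibition of 50% or more in the single-dose primary screen; inactive = inhibition below 50%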
thrombin 1536: human alpha-thrombin inhibitors, primary screen, counter-screen for coagulation protease inhibitor project, biochemical, 1536-well, fluorogenic AMC substrate; Prothrombin (Homo sapiens), P00734; Boc-VPR-AMC fluorogenic substrate cleavage; inhibition, % at 5 µM; 0.26% of 220,000 active; AID 1046, 2008;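 active = inhibition at or above 40%; inactive = inhibition below 40%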;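 note: 0% = enzyme with no compound and 100% = wells without enzyme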
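signal = AMC fluorescence, 355/460 nm | material = human alpha-thrombin enzyme | control set = enzyme without compound as high, wells lacking enzyme as low | times = reaction at room temperature | read-out basis = percent inhibition scaled between no-compound controls and no-enzyme blanks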
TRPML3 ag: human TRPML3 channel agonists, primary screen, cell-based, HEK293 TRPML3-YFP, Fluo-8 calcium fluorescence, 3 µM; 100% = the carbachol control signal; activation, % at 3 µM; 0.29% of 220,000 active; AID 1448, 2008;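 active = activation above its plate's cutoff, the mean activation of the plate's test wells plus 3 SD, cut at about 12% in these data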;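 note: 0% = DMSO only wells and 100% = carbachol wells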
Target sequence (Q8TDD5 whole entry, looked up): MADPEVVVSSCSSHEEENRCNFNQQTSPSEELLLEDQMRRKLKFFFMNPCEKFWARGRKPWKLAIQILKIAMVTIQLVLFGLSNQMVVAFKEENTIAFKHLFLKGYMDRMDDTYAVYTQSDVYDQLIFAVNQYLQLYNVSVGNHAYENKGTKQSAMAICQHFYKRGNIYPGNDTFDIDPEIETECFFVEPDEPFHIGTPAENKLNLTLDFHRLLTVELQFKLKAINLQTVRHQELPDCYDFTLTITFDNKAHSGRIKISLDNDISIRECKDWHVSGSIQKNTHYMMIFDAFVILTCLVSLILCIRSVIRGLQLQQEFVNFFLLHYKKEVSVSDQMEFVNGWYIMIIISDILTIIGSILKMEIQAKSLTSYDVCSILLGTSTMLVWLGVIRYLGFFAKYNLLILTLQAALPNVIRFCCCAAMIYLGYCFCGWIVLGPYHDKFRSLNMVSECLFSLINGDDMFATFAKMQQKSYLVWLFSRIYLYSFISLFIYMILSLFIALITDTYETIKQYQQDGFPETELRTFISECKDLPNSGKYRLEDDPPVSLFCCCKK
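Material: HEK293 cells stably carrying human TRPML3-YFP; compound dosing: single dose, 3 µM final nominal compound, 0.3% DMSO final; incubation: 1-h 37 °C dye load, 5-s basal, 120-s post-compound reads; technique: Fluo-8 intracellular calcium fluorescence, excitation 470-495 nm, emission 515-575 nm; read-out basis: percent activation from peak-to-basal fluorescence ratio, scaled between DMSO and carbachol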
The depositor's hits bear a star; i = inactive; nt = not tested or not shown; [ ] = another dose, or the depositor's remark.

Start of the listing, in advance (2 entries):
SMILES	m-calpain inh	zfTRPN1 agonist	Furin inhibitor	PPC-1+TRAIL kill	KCC2 mod	EBV gp42 inh	TbHK1 inh	thrombin 1536	TRPML3 ag
O=C(O)c1ccc(NC(=O)c2cn(-c3ccccc3)nc2-c2ccccc2)cc1	6	-0.8	-14	43	-0.45	10	2	-2	0.5
CNS(=O)(=O)c1ccc(NC(=O)C2c3ccccc3Oc3ccccc32)cc1	-16	3.7	-19	24	0.063	5	2	-7	1.7

The listing, from the first entry:
SMILES	m-calpain inh	zfTRPN1 agonist	Furin inhibitor	PPC-1+TRAIL kill	KCC2 mod	EBV gp42 inh	TbHK1 inh	thrombin 1536	TRPML3 ag
O=C(O)c1ccc(NC(=O)c2cn(-c3ccccc3)nc2-c2ccccc2)cc1	6	-0.8	-14	43	-0.45	10	2	-2	0.5
CNS(=O)(=O)c1ccc(NC(=O)C2c3ccccc3Oc3ccccc32)cc1	-16	3.7	-19	24	0.063	5	2	-7	1.7
CS(=O)(=O)N1CCN(C(=O)c2ccncc2)CC1	11	0.0	-30	1	0.43	8	-1	-4	1.2
Cc1ccc(C(=O)OCC(=O)NC(=O)c2cccn2C)cc1	-22	-0.9	-17[20 µM]	-4	-0.24	-7	-9	6	0.1
COC(=O)C1=C(C)N(C)C(=O)/C1=C\c1cccs1	21	0.1	-7[20 µM]	-8	nt	-7	-19	-2	-0.3
COc1ccc(Nc2nnc(SCc3cc([N+](=O)[O-])cc4c3OCOC4)s2)cc1	-9	-1.1	-9[20 µM]	28	-1.5	22	-5	-1	0.9
CCC(C)c1ccc(Nc2ncccc2C#N)cc1 (stereo not drawn)	2	-2.3	-13[20 µM]	8	-0.083	-9	-11	-3	-0.3
CCCCCCCCCSc1n[nH]c(N)n1	-15	-0.1	-14[20 µM]	-4	0.87	-21	-1	-2	0.4
CCOC(=O)c1c(C)[nH]c(C(=O)CN2C(=O)NC(C)(c3ccc(C)cc3)C2=O)c1C (stereo not drawn)	-3	nt	nt	9	nt	-16	nt	8	nt
CCCNc1nc(C)cc(-c2cc(C(=O)NC3CCCC3)on2)n1	-2	nt	-33	13	0.67	-7	-14	-5	nt
Cc1nc([N+](=O)[O-])cn1CC(=O)c1ccccc1	-15	2.8	-21	7	-0.054	-11	-11	-1	1.0
Cc1ccc(Nc2c3c(nc4ccccc24)CCC3)cc1	15	-0.6	3	18	nt	-9	-29	-2	-0.6
Cc1cc(Oc2ccccc2)nc2ccc(O)cc12	i	nt	nt	4	nt	-17	nt	-5	nt
O=C(N=Nc1c(O)[nH]c2ccccc12)c1ccc(CN2CCOCC2)cc1	-22	2.1	1	6	-1.3	4	-26	1	1.2
CC(C)(C)c1ccc(C(=O)Nc2cccc3c(=O)[nH][nH]c(=O)c23)cc1	-358	-0.2	-4	31	-3.1	93*	4	-4	-1.3

Six of the entries above in order of their number in Furin inhibitor, ascending:
| compound | Furin inhibitor |
| --- | --- |
| CCCNc1nc(C)cc(-c2cc(C(=O)NC3CCCC3)on2)n1 | -33 |
| CNS(=O)(=O)c1ccc(NC(=O)C2c3ccccc3Oc3ccccc32)cc1 | -19 |
| O=C(O)c1ccc(NC(=O)c2cn(-c3ccccc3)nc2-c2ccccc2)cc1 | -14 |
| CC(C)(C)c1ccc(C(=O)Nc2cccc3c(=O)[nH][nH]c(=O)c23)cc1 | -4 |
| O=C(N=Nc1c(O)[nH]c2ccccc12)c1ccc(CN2CCOCC2)cc1 | 1 |
| Cc1ccc(Nc2c3c(nc4ccccc24)CCC3)cc1 | 3 |

The list goes on.
SMILES	m-calpain inh	zfTRPN1 agonist	Furin inhibitor	PPC-1+TRAIL kill	KCC2 mod	EBV gp42 inh	TbHK1 inh	thrombin 1536	TRPML3 ag
CC12C(=O)N(NC(=O)c3ccncc3)C(=O)C1C1C=CC2C1 (stereo not drawn)	3	1.6	-12	10	0.23	-24	11	-1	0.9
OC(COc1ccc(OCc2ccccc2)cc1)CN1CCOCC1 (stereo not drawn)	-21	0.9	-19[20 µM]	23	nt	-21	-1	1	2.0
Cc1cc(C)c(-c2c(O)c3c(n(C)c2=O)CC(C)(C)CC3=O)c(C)c1	22	5.1	4	-11	0.43	2	-2	-10	-0.1
O=C(NCCc1cccc(F)c1)/C(=C/c1cccnc1)NC(=O)c1ccccc1	-18	0.1	-11	27	-0.32	-5	-2	-2	0.8
O=C(Nc1ccc2nc(-c3cccnc3)[nH]c2c1)c1ccco1	7	0.7	-28	31	0.0055	-2	-23	0	0.5
COc1ccccc1OCC(=O)NCCCn1ccnc1	-38	-0.9	-15	19	-0.56	-20	-1	-11	1.2
CN1CCN(C(=O)CCN2C(=O)S/C(=C/c3ccc(Cl)cc3)C2=O)CC1	5	-0.8	-7	26	1.1	-20	-40	-1	1.2
CC(c1ccccc1)N1C(=O)NC(NC(=O)C(C)(C)C)(C(F)(F)F)C1=O (stereo not drawn)	17	-0.1	-3	16	1.1	5	39	-7	0.5
Cn1cc(CCNC(=O)CCc2nnc(CCCCc3ccccc3)o2)cn1	-6	0.4	-17	15	0.07	-16	-5	-2	0.4
COc1ccc(-c2ccc3c(N)c(C(=O)NC(C)C)sc3n2)cc1OC	-28	0.2	7	-4	0.23	-11	-38	-2	0.5
C=CCNc1nnc(SCC(=O)N2CCCCC2)c2ccccc12	-50	1.4	-1	-15	1.1	25	-7	-4	0.2
Nc1[nH]nc2nc(-c3ccccc3)[nH]c(=O)c12	-21	1.5	-6	-7	-1.4	1	-14	-4	1.4
Cc1ccc(OCCCC(=O)Nc2ccc(Br)cc2)cc1	7	0.3	-25[20 µM]	16	nt	4	-3	0	0.1
Cc1ccc(CSc2nnc(NC(=O)C3COc4ccccc4O3)s2)cc1 (stereo not drawn)	-55	-0.2	8[20 µM]	7	0.41	-19	2	-1	-0.9
CCOC(=O)c1c(C)n(-c2ccc(C)cc2)c2ccc(OCC(O)CNCCCO)cc12 (stereo not drawn)	-10	1.4	-33	nt	-0.061	-18	9	4	0.7
C=CCNCC(O)COc1ccc(C(C)=O)cc1OC (stereo not drawn)	2	1.5	-19	12	-0.12	-6	-4	-3	0.6
CCOC(=O)c1c(NC(=O)CSc2nnc(CNC(=O)c3ccco3)n2C)sc2c1CCC2	-1	-1.7	-6	5	-1.5	-8	-10	8	-1.0
Cc1c(NS(=O)(=O)c2ccc(C(=O)NCc3ccccc3)cc2)c(=O)n(-c2ccccc2)n1C	-21	-0.1	-29	6	-1.1	-24	-5	-8	0.2
CC(On1c(-c2ccccc2)nc2ccc(Cl)cc21)C(=O)O (stereo not drawn)	-1	1.0	-25	18	0.25	-1	-6	7	0.2
O=C(Nc1ccccc1-c1ccccc1)C1CCCC1	8	-2.1	-25	-21	-0.3	-14	5	-3	-1.1
O=c1[nH]nc(Sc2ncnc3sccc23)n1CCc1ccccc1	-14	2.0	-28	-23	-3.2*	-16	-3	1	0.3
c1ccc(CN2OCC3Cn4c(nc5ccccc54)C32)cc1 (stereo not drawn)	-9	nt	-29	12	-0.77	-10	-13	5	nt
COc1cc(C(=O)Oc2ccccc2N)cc(OC)c1OC	22	0.7	-11	16	1.7	-7	-1	0	0.1
COc1ccc(CNC(=O)C(=O)NCC2CCCO2)cc1 (stereo not drawn)	-53	0.4	-20[20 µM]	3	-1	-19	-4	-20	-0.1
Cc1cccc(N(C(=O)c2snc(C(N)=O)c2N)C(C(=O)NCC2CCCO2)c2cccs2)c1 (stereo not drawn)	-125	0.4	-22	1	0.32	-18	-18	-8	-0.9
Cc1ccc(S(=O)(=O)NCCSc2nnnn2-c2ccccc2)cc1	38	-1.1	-13[20 µM]	9	-1.6	17	6	11	-0.9
CCCn1c(Cc2ccccc2)n[nH]c1=S	-5	0.0	-7[20 µM]	-5	0.25	-23	4	3	0.7
S=c1[nH]nc(CSCCOc2ccc(Cl)cc2Cl)o1	25	-0.2	-1	10	162*	-10	-2	5	-0.8
CC(=O)Nc1ccc(OCC(O)Cn2c(C)nc3ccccc32)cc1 (stereo not drawn)	-18	1.6	-3[20 µM]	4	-0.66	-15	2	-3	0.4
CCSCCNC(=O)c1cc(-n2cnnc2)ccc1Cl	-17	0.0	-13[20 µM]	28	0.026	-25	1	1	0.9
COC(=O)c1ccc(OCC(=O)c2cccc(OC)c2)cc1	-3	-0.1	-20	-2	-0.084	-4	-5	-5	0.4
Cn1c(=O)oc2cc(S(=O)(=O)N3CCCC(C(=O)NCC4COc5ccccc5O4)C3)ccc21 (stereo not drawn)	6	2.5	-22	14	0.26	-4	-8	6	0.3
COc1cccc(C(=O)OCC(=O)Nc2ccccc2N2CCOCC2)c1	-7	0.5	-26	3	-0.053	-5	-2	-2	0.8
CCC(NS(=O)(=O)c1ccc(C)cc1)C(=O)N1CCC2(O)CCCCC2C1 (stereo not drawn)	0	-1.6	-18[20 µM]	7	-0.015	-34	-1	3	-1.2
CCOCCCNC(=O)c1ccc(-n2c(=S)[nH]c3ccccc3c2=O)cc1	8	-0.6	-15	14	10*	-3	2	-6	-0.4
CC1(C)CC(=O)C=C(NNC(=O)c2ccccc2)C1	-1	0.2	-28	36	0.013	-16	-10	-1	0.7
Cc1cc(C)c(C)c(S(=O)(=O)NCC(=O)Nc2sc3c(c2C(N)=O)CCCC3)c1C	-74	-0.7	-15[20 µM]	4	0.62	-2	-2	-6	-0.4
NC(=O)/C(=C\c1ccccc1)NC(=O)/C=C/c1ccccc1	-7	-0.5	-9	12	1	-13	0	3	0.5
Cc1noc(C)c1Cc1c(Cl)cccc1Cl	6	-0.9	-18	7	-1.8	-11	0	2	-0.4
CCCn1nnnc1NC(=O)COc1ccc(CC)cc1	-5	0.2	-11	24	0.027	-12	28	-4	0.8
COc1ccccc1/C=C/C=N/NC(=O)c1ccncc1	-2	0.4	9	-2	0.05	-7	-43	-9	0.5
Cc1ncoc1C(=O)NCCC(c1ccccc1)c1ccccc1	0	1.4	-7	-6	0.12	4	9	10	-0.2
Cc1cccc(-c2noc(CCC(=O)NCC3CCCO3)n2)c1 (stereo not drawn)	9	0.7	-11[20 µM]	27	0.094	2	-4	10	0.6
CCOC(=O)c1nnc(-c2ccc(C)cc2)nc1Sc1ccc(Cl)cc1	10	-0.8	-15[20 µM]	1	nt	-14	-11	-7	0.6
CSC1=NC(C)(C)C=C(/C=C/c2ccc(Cl)cc2Cl)N1	-62	-0.8	-17	2	0.59	-11	-1	-2	0.7
CCOc1cc(/C=N/NC(=O)c2cccnc2)ccc1OCc1ccc(C(=O)OC)o1	-10	2.0	-8	-3	0.69	-8	-21	-5	0.9
COc1ccc(CNC(=O)c2onc(C)c2Cl)cc1	-5	2.3	-26	0	0.056	-15	-2	0	-0.6
O=C(Oc1cccc2cccnc12)c1cccc([N+](=O)[O-])c1	-13	-0.1	-27	14	0.14	-3	4	-4	0.9
